Pf apPOL block – Pf-apPOL DNA polymerase inhibition; Recombinant Pf-apPOL, molecular beacon fluorescence, 1.5 h; hit rate 0.25% among 210,000; inhibition, % at 10 µM
mHTT-CaM PPI inh – disrupts binding of mutant huntingtin to calmodulin; AlphaScreen His-mHTT/GST-CaM binding, luminescence; P42858; inhibition, % at 15 µM; hit rate 3.6% among 190,000; AID 1671202;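 note: 0% = both proteins with DMSO and 100% = one protein alone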
* hit, by the source's call; i = inactive; / = not tested or not shown; & = joins results of further samples. Cut-off read from the data, not from the text of the source: active = inhibition above about 50%; inactive = the rest.

canonical_smiles | Pf apPOL block | mHTT-CaM PPI inh
OCCN(CCO)CC(O)COC12CC3CC(CC(C3)C1)C2 (stereo not given) | -9 | 2
Cc1c(Br)c([N+](=O)[O-])nn1CC(=O)N(C)Cc1ccccc1 | 4 | -1
COCCCNC(=O)N1CCOCC1 | / | -4
CCC(C)NC(=O)c1cncc(-c2cccc(Cl)c2Cl)c1 (stereo not given) | -1 | -7
Cc1ccc(NC(=O)N2CCC3(CC2)NC(=O)c2cc(Cl)ccc2N3C)cc1C | -2 | -4
CCCCc1ccc(N=Cc2nc(-c3cccc(OC)c3)oc2O)cc1 | -3 | -5
Cc1ccc(NC(=O)Cn2ccnc2)cc1C | -1 | -6
Cn1c(C2CCN(C(=O)Nc3cc(Cl)ccc3Cl)CC2)cc(=O)n2nccc12 | -3 | -6
COC(=O)c1cccc(NS(=O)(=O)c2cc(Cl)cc(Cl)c2)c1 | -7 | /
CC(=O)Nc1cccc(-c2nc3ccccc3[nH]2)c1 | 5 | -2
CCCCN(CCCC)Cc1cc(=O)oc2cc(C)cc(C)c12 | 0 | -30
Cc1c(Cl)cccc1N(CC(=O)Nc1ccc(I)cc1)S(C)(=O)=O | -2 | 23
O=C(c1cccc([N+](=O)[O-])c1)n1cccn1 | 3 | -1
NC(=O)c1nnn(Cc2ccc(Cl)cc2)c1N | -9 | /
Nc1nnc(CC2=CCCCC2)s1 | -3 | -4
Cc1nc(N2CCOCC2)c2c(C)c(C(=O)Nc3ccccc3C(F)(F)F)sc2n1 | 0 | 5
Cn1c(C(=O)N2CCC(N3CCCCC3)CC2)cc2c1CCN(Cc1cccc(F)c1)C2 | -2 | 29
NC(=O)CCSc1ccc(Cl)cc1 | -3 | -12
CCN(CC)CCCNC(=O)C(C)C | / | -9
COc1ccccc1CNC(=O)C1(c2ccc(NC(C)=O)cc2)CCCCC1 | -4 | -5
CCOC(=O)C1C(C(=O)OC)=C(c2ccc(F)cc2)c2ccc(OC)cc2N1S(=O)(=O)C(F)(F)F (stereo not given) | -4 | -13
Cc1cc2n(n1)CCCN2C(=O)CCC(=O)Nc1ccccc1Cl | -5 | 4
O=C(Nc1ccc(F)cc1)N1CC2CCCN2c2ccccc21 (stereo not given) | 4 | 14
Cc1ccc(/C=C(\C#N)c2nc(-c3ccc(Br)cc3)cs2)o1 | -1 | 14
COc1ccc2c(c1)C(C)CC(C)(C)N2C(=O)CSc1nnc(-c2ccco2)n1C (stereo not given) | -9 | 3
O=C(Nc1nccs1)C1CCN(C(=O)c2nc3ccccc3s2)CC1 | -4 | -11
CCOc1cc(C(=O)Nc2ccc(C)cc2Br)cc(OCC)c1OCC | -2 | -6
COc1ccc(OC)c(CNC(=O)c2cccc(N3CCNC(c4ccccc4)C3)n2)c1 (stereo not given) | -5 | 35
O=C(NCc1ccc(F)cc1)N1CCc2nc[nH]c2C1 | 0 | -10
CC(C)(O)C#Cc1ccc(C(=O)NCc2ccccc2)cc1 | 0 | -3

A stretch taken from the entries so far, as a working copy:
canonical_smiles | Pf apPOL block | mHTT-CaM PPI inh
OCCN(CCO)CC(O)COC12CC3CC(CC(C3)C1)C2 (stereo not given) | -9 | 2
Cc1c(Br)c([N+](=O)[O-])nn1CC(=O)N(C)Cc1ccccc1 | 4 | -1
COCCCNC(=O)N1CCOCC1 | / | -4
CCC(C)NC(=O)c1cncc(-c2cccc(Cl)c2Cl)c1 (stereo not given) | -1 | -7
Cc1ccc(NC(=O)N2CCC3(CC2)NC(=O)c2cc(Cl)ccc2N3C)cc1C | -2 | -4
CCCCc1ccc(N=Cc2nc(-c3cccc(OC)c3)oc2O)cc1 | -3 | -5
Cc1ccc(NC(=O)Cn2ccnc2)cc1C | -1 | -6
Cn1c(C2CCN(C(=O)Nc3cc(Cl)ccc3Cl)CC2)cc(=O)n2nccc12 | -3 | -6
COC(=O)c1cccc(NS(=O)(=O)c2cc(Cl)cc(Cl)c2)c1 | -7 | /
CC(=O)Nc1cccc(-c2nc3ccccc3[nH]2)c1 | 5 | -2
CCCCN(CCCC)Cc1cc(=O)oc2cc(C)cc(C)c12 | 0 | -30
Cc1c(Cl)cccc1N(CC(=O)Nc1ccc(I)cc1)S(C)(=O)=O | -2 | 23
O=C(c1cccc([N+](=O)[O-])c1)n1cccn1 | 3 | -1
NC(=O)c1nnn(Cc2ccc(Cl)cc2)c1N | -9 | /
Nc1nnc(CC2=CCCCC2)s1 | -3 | -4
Cc1nc(N2CCOCC2)c2c(C)c(C(=O)Nc3ccccc3C(F)(F)F)sc2n1 | 0 | 5
Cn1c(C(=O)N2CCC(N3CCCCC3)CC2)cc2c1CCN(Cc1cccc(F)c1)C2 | -2 | 29
NC(=O)CCSc1ccc(Cl)cc1 | -3 | -12
CCN(CC)CCCNC(=O)C(C)C | / | -9
COc1ccccc1CNC(=O)C1(c2ccc(NC(C)=O)cc2)CCCCC1 | -4 | -5
CCOC(=O)C1C(C(=O)OC)=C(c2ccc(F)cc2)c2ccc(OC)cc2N1S(=O)(=O)C(F)(F)F (stereo not given) | -4 | -13
Cc1cc2n(n1)CCCN2C(=O)CCC(=O)Nc1ccccc1Cl | -5 | 4
O=C(Nc1ccc(F)cc1)N1CC2CCCN2c2ccccc21 (stereo not given) | 4 | 14
Cc1ccc(/C=C(\C#N)c2nc(-c3ccc(Br)cc3)cs2)o1 | -1 | 14
COc1ccc2c(c1)C(C)CC(C)(C)N2C(=O)CSc1nnc(-c2ccco2)n1C (stereo not given) | -9 | 3
O=C(Nc1nccs1)C1CCN(C(=O)c2nc3ccccc3s2)CC1 | -4 | -11
CCOc1cc(C(=O)Nc2ccc(C)cc2Br)cc(OCC)c1OCC | -2 | -6
COc1ccc(OC)c(CNC(=O)c2cccc(N3CCNC(c4ccccc4)C3)n2)c1 (stereo not given) | -5 | 35
O=C(NCc1ccc(F)cc1)N1CCc2nc[nH]c2C1 | 0 | -10
CC(C)(O)C#Cc1ccc(C(=O)NCc2ccccc2)cc1 | 0 | -3

Next records:
canonical_smiles | Pf apPOL block | mHTT-CaM PPI inh
Cc1cccc(NC(=O)Cn2c(=O)n(-c3ccc(F)cc3)c3ncccc32)c1C | 1 | 1
Cc1nn(-c2ccc(Cl)cc2)c2nc(N3CCCC(C(=O)NCCC(C)C)C3)sc12 (stereo not given) | -4 | 0
CN1c2cc(C(=O)NCc3cccs3)ccc2C(=O)N2CCCCC21 (stereo not given) | -3 | -7
O=C(c1ccccc1)c1cc(Cl)ccc1NC=Cc1nnnn1-c1ccc(Cl)cc1 | -4&-4 | /
O=C1N/C(=C\c2cccc(Br)c2)C(=O)N1Cc1ccccc1F | -2 | -2
CCc1cccc(C)c1NC(=O)Cn1cc2c(n1)CCCCC2 | 0 | -3
CCC(=O)N1CCN=C1SCc1ccccc1C | -4 | -5
CCc1nnc(-c2cccn2CC(=O)Nc2cc(Cl)ccc2C)o1 | -3 | -4
NC(=O)CN(Cc1ccccc1Cl)S(=O)(=O)c1ccc(Cl)cc1 | -11 | -4
COc1ccc(C2NC(c3ccc(OC)cc3)C(C)C(=O)C2C)cc1 (stereo not given) | 1&-16 | -20
O=[N+]([O-])c1ccccc1/C=C/CN1CCSCC1 | 0 | 11
O=C(NC1CC2CC1CN2C(=O)c1cccc(Cl)c1)c1ccccc1 (stereo not given) | -1 | 9
CC(=O)N/C(=C\c1ccc2c(c1)OCO2)C(=O)NC(Cc1ccccc1)C(=O)O (stereo not given) | -3 | 3
Cc1nc2cc(-c3noc(-c4ccc(Br)o4)n3)ccc2o1 | 0 | -10
CSc1ccccc1NC(=O)C(=O)NCC1CCN(Cc2ccsc2)CC1 | -5 | -4
N#CC(=Cc1ncc(C(F)(F)F)cc1Cl)S(=O)(=O)c1ccccc1Cl | -8 | /
CC(=O)Nc1ccc2nc(N3CCC(C(=O)NCCN4CCCC4)CC3)cc(C)c2c1 | -2 | 28
COc1ccc(S(=O)(=O)NC2CCCCC2C)cc1OC (stereo not given) | -4 | -4
O=C(COc1ccc(F)cc1)Nc1cc(F)c2nc(N3CCOCC3)ccc2c1 | 0 | -2
COc1ccc(NC(=O)c2cccc(SC)c2)c([N+](=O)[O-])c1 | -1 | 0

Retrieved by structure from the entries so far:
canonical_smiles | Pf apPOL block | mHTT-CaM PPI inh
N#CC(=Cc1ncc(C(F)(F)F)cc1Cl)S(=O)(=O)c1ccccc1Cl | -8 | /
CC(=O)Nc1ccc2nc(N3CCC(C(=O)NCCN4CCCC4)CC3)cc(C)c2c1 | -2 | 28
COc1ccc(NC(=O)c2cccc(SC)c2)c([N+](=O)[O-])c1 | -1 | 0

Remaining list, next part:
canonical_smiles | Pf apPOL block | mHTT-CaM PPI inh
CC1CCN(C(=O)c2cc3c(s2)CCC(C(=O)NCCN2CCCCC2)C3)CC1 (stereo not given) | -4 | 2
CCCCN(CCCC)c1nc(OC)nc(C(N)=O)n1 | -3 | 5
C=CCn1c(SCC(=O)c2cc(OC)c(OC)c(OC)c2)nc2sc3c(c2c1=O)CCC3 | 8 | -2
O=C1CCCC(=O)N1c1ccc(NCCc2ccccn2)c([N+](=O)[O-])c1 | -16 | 4
O=C(CN1C(=O)/C(=C/c2ccccc2F)Sc2ccccc21)NCC1CCCO1 (stereo not given) | 7 | 22
O=C(c1coc(=O)c2ccccc12)N1CCCc2ccccc21 | 2 | 1
O=C(c1ccc([N+](=O)[O-])cc1)C1C(=O)N(c2ccccc2)C(=O)N(c2ccccc2)C1=O | 6 | /
CC(=O)c1cccc(NC(=O)COc2cc(C)ccc2C(C)C)c1 | -7 | -14
Cc1ccc(Cn2c(SCC(N)=O)nc3c(c2=O)C2(CCCCC2)Cc2ccccc2-3)cc1 | 1 | 2
O=c1[nH][nH]c2nc3ccccc3n2c1=O | / | 44
C=CCn1c(=O)c2c(ncn2Cc2ccccc2C)n(-c2ccccc2C)c1=O | -2 | 4
CCNC(=O)c1c2c(nc3ccccc13)CCC2 | -3 | -2
COc1cccc(CNC(=O)c2cnn3c(C)c(Cc4ccccc4C)c(C)nc23)c1 | -6 | 37
CCOc1c(Br)cc(/C=C2N=C(/C=C/c3ccccc3)OC\2=O)cc1OC | -1 | 8
O=C(c1ccco1)N(CCc1cccs1)Cc1cccnc1 | -11 | -10
COc1ccc(Cl)cc1NC(=O)CSc1nccn1-c1cccc(C)c1C | 4 | 56*
CN1C(=O)S/C(=C\c2ccccc2Br)C1=O | -3 | -6
CCC(Sc1nc(-c2ccccc2)cc(=O)[nH]1)C(=O)O (stereo not given) | 0 | 2
Cc1ccc(CNC(=O)CCC2CCN(c3cc(NC4CC4)ncn3)CC2)o1 | -4 | 7
COc1cc(C(=O)n2c(SCc3ccc(F)cc3)nc3ccccc32)cc(OC)c1OC | -20 | -4
COc1ccc(C(=O)/C=C(\C)Nc2ccc(NC(C)=O)cc2)cc1 | -4 | 31
CCOC(=O)c1cc(OCCOC)c(OCCOC)cc1NS(=O)(=O)c1cn(C)cn1 | 0 | /
N#Cc1c(Nc2ccccc2)c(C=O)c[nH]c1=O | -3 | -9
Cc1cc2c(N3CCCC(C(=O)NCc4cccc(Cl)c4)C3)nccc2s1 (stereo not given) | -5 | 22
CCOc1ccccc1C(=O)N1CCC2(CC1)NC(=O)c1ccccc1N2CC | -5 | -6
Cc1ccc(NC(=O)CN2CCC(C(=O)NCc3cccs3)CC2)c(C)c1 | -3 | -15
CCOC(=O)CC[C@H]1CC[C@]2(CCCN(C(=O)c3ccc4ccccc4n3)C2)O1 | -2 | -6
Cc1ccc(-n2ncc3c(N(C)Cc4ccccc4)ncnc32)c(C)c1 | 0 | 12
Cc1ccc(/C=N/OC(=O)c2nn(C)cc2Cl)cc1 | -1 | i
CCn1c(CC2CCN(C(=O)NCc3ccc(OC)cc3)C2)nc2cccnc21 (stereo not given) | 0 | 5
CC1CCN(CC(=O)Nc2ccc([N+](=O)[O-])cc2Cl)CC1 | -5 | 8
NC(=O)c1c(NC(=O)C2CCCN(C(=O)C3CCCC3)C2)sc2c1CCCC2 (stereo not given) | -7 | 10
COc1ccccc1-c1cc2nc(C)cc(N3CCC(C)CC3)n2n1 | -8 | -29
COC(=O)c1cc(Nc2cccc(F)c2)c2cccc(OC)c2n1 | -2 | -10
Nc1nonc1C(=O)NCCNC(=O)c1ccccc1Cl | -5 | -1
Cc1cccc(CNC(=O)C2CCc3nc(N4CCOCC4)ncc3C2)c1 (stereo not given) | -5 | 2
Cc1ccc(-c2nnc(N3CCC(C(=O)N4CCN(c5ccccc5)CC4)CC3)o2)cc1 | -2 | 10
C=CCNC(=O)c1cc(I)ccc1NC(=O)c1ccc(F)cc1 | 0 | -8
CN1C(=O)C(O)(CC(=O)c2ccc3c(c2)OCCO3)c2ccccc21 (stereo not given) | -2 | 3
CCCCN(C)C(=O)Cc1oc(-c2ccc(F)cc2)nc1C | -2 | 11
Cc1ccc(-c2ccc(C(=O)NCc3ccc4c(c3)OCO4)cn2)cc1 | 0 | 0
C=CCCCC(=O)Nc1ccc(Cl)cc1Cl | -6 | -21
Cc1nc(-c2ccc3c(c2)OCCCO3)cs1 | -10 | /
CC1CCN(C2=NC(=O)/C(=C/c3ccc(Cl)cc3)S2)CC1 | -14 | 1
Cc1sc2cc(C(=O)NC3CCCC3)[nH]c2c1CN1CCCC1 | -1 | -5
CCOC(=O)COc1nc2c(c(-c3ccco3)c1C#N)CCc1ccccc1-2 | 0 | /
Cc1cc(C(=O)NC(C(=O)O)C(C)C)co1 (stereo not given) | / | -2
Cc1ccc(S(=O)(=O)N2CCOC2C(Cl)(Cl)Cl)cc1 (stereo not given) | -10 | -26
COc1ccc(C(=O)N2CCCC(c3nc(CCNC(=O)C(C)C)cs3)C2)cn1 (stereo not given) | 1 | 1
Cc1cc(C)c(NC(=O)C(C)(C)C)c(Cl)c1 | -3 | -1
Fc1ccc(-c2nnc(Cc3nc(Cc4ccccc4)no3)o2)cc1 | -6 | -16
Cc1cc(NC(=O)c2ccc(S(=O)(=O)N(C)C)o2)no1 | 0 | -14

Screening results (PubChem)

These rows are one share of the data; the hit share may differ from the screen's.
